Screening results (PubChem BioAssay)
Fibroblast inh = blocks proliferation of human lung fibroblasts. LL 47 human lung fibroblast viability, ATP luminescence; active compounds read low. viability, % at 10 µM. 85,000 tested, 1.1% active;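 active means viability at or below 50% in the single dose screen; inactive means viability above 50%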;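 further: compound exposure lasted 72 h before the ATP readout; 100% = median luminescence of untreated cell-only wells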
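Test system: LL 47 human lung fibroblasts / Incubation: 72 h compound exposure at 37 °C after overnight plating / Technique: luminescent ATP detection, CellTiter-Glo / Compound dosing: 0.1% DMSO in all compound wells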
Smad3 inh = Smad3 (human) transcription factor binding inhibition. P84022. TR-FRET Smad3/Dy647-FoxH1 peptide binding, europium anti-His. inhibition, % at 25 µM. 88,000 tested, 0.29% active;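 active means compounds that reduce the energy-transfer binding signal between the protein and its labelled peptide by more than half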;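 further: 0% = Smad3 plus labelled peptide maximal FRET and 100% = peptide-only background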
Target sequence (P84022 whole entry, looked up): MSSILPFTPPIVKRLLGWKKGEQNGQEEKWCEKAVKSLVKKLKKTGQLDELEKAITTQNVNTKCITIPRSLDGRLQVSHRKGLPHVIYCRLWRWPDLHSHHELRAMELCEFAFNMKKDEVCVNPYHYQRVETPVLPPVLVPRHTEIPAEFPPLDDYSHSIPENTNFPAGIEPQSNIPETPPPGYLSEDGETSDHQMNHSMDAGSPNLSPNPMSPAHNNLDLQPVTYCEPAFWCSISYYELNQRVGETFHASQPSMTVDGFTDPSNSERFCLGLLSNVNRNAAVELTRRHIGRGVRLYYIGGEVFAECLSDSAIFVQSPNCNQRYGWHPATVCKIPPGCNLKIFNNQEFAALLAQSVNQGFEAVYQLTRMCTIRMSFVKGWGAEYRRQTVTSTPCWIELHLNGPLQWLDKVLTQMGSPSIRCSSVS
ERa coact pot = ER-alpha (human) coactivator binding potentiation; 86,000 tested, 1.3% active; TR-FRET ERalpha-LBD/SRC-Cy5 coactivator binding, 2 h; 100 = basal binding, no effect; P03372; coactivator binding (% of control), % at 25.6 µM; in the data active means activity above about 200%;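 further: binding measured in presence of low estradiol as agonist stimulus; 0% = peptide alone without receptor and 100% = receptor with peptide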
ERb SRC1 inh = ER-beta (human) coactivator binding inhibition | Q92731 | TR-FRET ER-beta LBD / SRC1-Cy5 peptide binding; receptor agonist-loaded with 1 µM estradiol | inhibition, % at 25.6 µM | 86,000 tested, 1.3% active;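 active means compounds whose percent inhibition of the receptor-coactivator binding signal exceeds about 50% in the single-dose screen, limit read from the data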;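 further: 0% = receptor plus peptide wells without compound and 100% = peptide-only wells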
Target sequence (Q92731 whole entry, looked up, the tested form may be a part): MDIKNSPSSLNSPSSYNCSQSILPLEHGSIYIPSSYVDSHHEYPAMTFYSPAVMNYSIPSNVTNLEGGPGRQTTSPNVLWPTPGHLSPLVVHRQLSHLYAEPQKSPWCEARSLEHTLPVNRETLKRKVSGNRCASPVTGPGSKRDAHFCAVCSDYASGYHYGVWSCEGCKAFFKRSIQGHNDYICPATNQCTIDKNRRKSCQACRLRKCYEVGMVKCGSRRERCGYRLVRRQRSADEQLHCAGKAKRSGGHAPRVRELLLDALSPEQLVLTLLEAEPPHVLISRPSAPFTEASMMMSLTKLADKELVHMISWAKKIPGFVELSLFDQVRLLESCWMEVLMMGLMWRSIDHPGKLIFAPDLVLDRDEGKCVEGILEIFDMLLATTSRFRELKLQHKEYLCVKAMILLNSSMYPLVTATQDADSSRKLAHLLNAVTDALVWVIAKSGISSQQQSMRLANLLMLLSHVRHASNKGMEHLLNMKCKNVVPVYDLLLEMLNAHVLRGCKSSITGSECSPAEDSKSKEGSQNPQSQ
H69AR growth 86K = blocks growth of human H69AR lung tumor cells; viability, % at 10 µM; 85,000 tested, 6% active; H69AR lung tumor viability, ATP luminescence, 72 h; active compounds read low; AID 598;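 active means viability at or below 40%; inactive means viability above 40%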;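 further: multidrug resistant small cell line overexpressing MRP-1 efflux transporter; 100% = mean luminescence of untreated control wells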
HUVEC inhibit = human endothelial cell proliferation inhibition | HUVEC proliferation, CellTiter-Glo luminescence, 72 h; active compounds read low | viability, % at 10 µM (by protocol) | 86,000 tested, 1.1% active;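 active means viability at or below 30%; inactive means viability above 30%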;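 further: 100% = median luminescence of DMSO-only cell control wells on each plate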
sEH act = soluble epoxide hydrolase (human) activation; activation, % at 2 µM; 91,000 tested, 0.04% active; purified human sEH enzymatic activity, activator screen; AID 717; P34913; in the data active means activation above about 37%; further: values of inactives mirror those of a sister screen read the other way
Calb biofilm kill = kills Candida albicans biofilms. AID 834. C. albicans biofilm + clotrimazole, Alamar Blue. inhibition, % at 6 µM. 85,000 tested, 0.14% active;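 active means inhibition above 20%; inactive means inhibition below 20%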;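 further: preformed 24 hr biofilms exposed to compound for 48 hr; 0% = biofilm without compound and 100% = blank killed by clotrimazole plus chlorhexidine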
ERa coact inh = blocks coactivator binding to human estrogen receptor alpha | P03372 | TR-FRET ER-alpha LBD / SRC-1 peptide, estradiol-bound | inhibition, % at 25.6 µM | 86,000 tested, 1.7% active | AID 629; in the data active means inhibition above about 50%;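 further: 0% = receptor plus peptide control and 100% = peptide only without receptor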
An asterisk follows results filed as active; . = no result given; [ ] = remark or other dose. These rows are one share of the data, so the mix of outcomes need not match the whole.

Every second line gives: Fibroblast inh	Smad3 inh	ERa coact pot	ERb SRC1 inh	H69AR growth 86K	HUVEC inhibit	sEH act	Calb biofilm kill	ERa coact inh
1) Oc1ccc(Cl)cc1CNc1ccc(Br)cn1
    90	6	68	10	43	69	-3	6	2
2) CC1=C(C(=O)OCC2CCCO2)C(c2cccc(C(F)(F)F)c2)C2=C(CC(c3ccco3)CC2=O)N1 (stereo not drawn)
    84	12	126	12	75	88	4	0	5
3) COc1ccc2c(=O)c3c(=O)n(Cc4ccco4)c(-c4cc(OC)c(OC)c(OC)c4)nc3oc2c1
    78	7	126	11	13*	70	3	3	13
4) O=C(O)c1cccc(S(=O)(=O)Nc2ccc3oc(=O)sc3c2)c1
    95	-3	44	52*[fluorescence artefact?]	85	85	0	2	42[fluorescence artefact?]
5) Cc1cccc(NC(=O)c2sc3nc4c(c(-c5cccs5)c3c2N)CN(C)CC4)c1
    81	23[fluorescence artefact?]	104[fluorescence artefact?]	7	57	15*	7	9	2[fluorescence artefact?]
6) Cc1nc2c(c(=O)n1CCC1=CCCCC1)c1nc3ccccc3nc1n2/N=C/c1ccco1
    110	3	105[fluorescence artefact?]	55*	77	72	3	5	79*[fluorescence artefact?]
7) C=CCn1c(SC(C)C(=O)NC2(C#N)CCCCC2)nnc1-c1ccc(OC)cc1 (stereo not drawn)
    99	-9	112	13	96	92	-4	4	6
8) CCc1nc(N)c(C#N)c(-c2ccc(O)c(OC)c2)c1C
    102	3	130	0	82	102	-11	8	-3
9) COCCNC(=O)c1ccc2c(=O)n(Cc3ccco3)c(SCC(=O)NC3CCCCC3)nc2c1
    114	3	107	2[fluorescence artefact?]	92	93	1	7	7[fluorescence artefact?]
10) CC1(C)CC(=O)N(CC(=O)NCc2ccc(F)cc2)c2ccccc2S1(=O)=O
    98	-4	112	-9	97	106	.	1	-4
11) COc1ccc(C(=O)NC(=O)COC(=O)C2COc3ccccc3O2)cc1 (stereo not drawn)
    103	-5	108	5	94	93	-21	3	3
12) COc1ccc(C)cc1NC(=O)CN1C(=O)c2cccc3cccc1c23
    55	6	120[fluorescence artefact?]	2[fluorescence artefact?]	28*	47	-6	2	8[fluorescence artefact?]
13) Cc1nc2ccccc2c(=O)n1N
    94	-2	118	-2	100	85	.	6	-14
14) C=CCn1c(SCC(=O)O)nnc1-c1cccc(Cl)c1
    100	7	125[fluorescence artefact?]	5	101	105	3	3	0
15) Cc1cc(NC(=O)Cn2cnc3c(cnn3C(C)(C)C)c2=O)no1
    96	4	99	20	97	94	-2	4	23
16) O=C(O)c1ccc2c3c(ncnc13)-c1ccccc1C2=O
    23*	9[fluorescence artefact?]	72[fluorescence artefact?]	23[fluorescence artefact?]	65	41	.	-3	15[fluorescence artefact?]
17) O=c1oc2c(CN3CCOCC3)c(O)c(Cl)cc2c2c1CCC2
    98	-4	107	-1[fluorescence artefact?]	76	94	.	0	-8[fluorescence artefact?]
18) Cc1cc(=O)oc(C)c1C(=O)N[C@@H]1CCCCNC1=O
    103	10	107	5[fluorescence artefact?]	97	117	.	5	-1[fluorescence artefact?]
19) COc1ccc(CN(C(=O)CSc2nnc(-c3ccccc3C)o2)c2ccc(F)cc2)cc1
    102	-3	105	-12	0.4*	128	4	-2	-13
20) CCOC(=O)C1CCN(C(=O)c2cccnc2)CC1
    107	15	100	13[fluorescence artefact?]	95	96	11	6	7[fluorescence artefact?]

The list goes on:
Assay codes: A = Fibroblast inh; B = Smad3 inh; C = ERa coact pot; D = ERb SRC1 inh; E = H69AR growth 86K; F = HUVEC inhibit; G = sEH act; H = Calb biofilm kill; I = ERa coact inh
21: CCn1c(CSc2nc3ccccc3s2)nnc1SCC(=O)OC(C)(C)C
  A = 98 | B = 2 | C = 91 | D = -2 | E = 88 | F = 110 | G = 0 | H = 4 | I = -4

22: COc1cccc(NC(=O)C2CCN(S(C)(=O)=O)CC2)c1
  A = 104 | B = -2 | C = 108 | D = -5 | E = 97 | F = 93 | G = -2 | H = 7 | I = -11

23: Cn1c(COc2ccccc2)nnc1SCC(=O)Nc1ccc2c(c1)OCO2
  A = 101 | B = 1 | C = 95 | D = -2 | E = 70 | F = 81 | G = . | H = 6 | I = -11

24: CCN(CC)S(=O)(=O)c1ccc2c(c1)nc(SC(C)C(N)=O)n2-c1ccc(OC)cc1 (stereo not drawn)
  A = 90 | B = 4 | C = 107 | D = -8 | E = 89 | F = 75 | G = -4 | H = 5 | I = -2

25: CCCCCn1c(SCC(=O)OCC)nc2cc(C(=O)N3CCC(C(N)=O)CC3)ccc2c1=O
  A = 99 | B = -8 | C = 99 | D = 2 | E = 73 | F = 91 | G = 4 | H = -5 | I = 8

26: O=C(CCc1ccccc1)Nc1ccc(NC(=O)c2ccco2)nc1
  A = 97 | B = 11 | C = 111 | D = -6 | E = 91 | F = 100 | G = -4 | H = 9 | I = -1

27: Cc1ccc2nc3c(cc2c1)CN(Cc1ccco1)C(=NCC1CCCO1)S3 (stereo not drawn)
  A = 98 | B = 2 | C = 99 | D = 14 | E = 72 | F = 93 | G = -8 | H = 6 | I = 9

28: COc1ccc(CNCCNC(=O)c2nonc2N)cc1OC
  A = 102 | B = -5 | C = 102 | D = 0 | E = 98 | F = 97 | G = 1 | H = 7 | I = -10

29: Cc1cccc(NC(=O)c2ccccc2Br)n1
  A = 98 | B = -1 | C = 114 | D = -3 | E = 90 | F = 89 | G = 7 | H = 8 | I = -22

30: COc1cc2c(cc1OC)CN(CC(=O)Nc1ccc3c(c1)OCO3)CC2
  A = 99 | B = 13 | C = 80 | D = -6 | E = 89 | F = 89 | G = 16 | H = -8 | I = 5[fluorescence artefact?]

31: OCCN(Cc1ccccc1)CC1CC2C=CC1C2 (stereo not drawn)
  A = 99 | B = 1 | C = 111 | D = 0 | E = 101 | F = 85 | G = -12 | H = 6 | I = -3

32: O=S(=O)(Cc1ccccc1Cl)Nc1ccccn1
  A = 98 | B = 0 | C = 102 | D = -8 | E = 82 | F = 96 | G = 2 | H = 6 | I = -4

33: Cc1ccc2c(C(=O)CN3CCOCC3)c(C)[nH]c2c1
  A = 99 | B = -8 | C = 93 | D = -5 | E = 85 | F = 94 | G = 0 | H = 4 | I = -5

34: COc1ccc(NC(=O)C2CCCN(S(=O)(=O)c3c(C)n[nH]c3C)C2)cc1 (stereo not drawn)
  A = 95 | B = 8 | C = 113 | D = 1[fluorescence artefact?] | E = 90 | F = 93 | G = -28 | H = -2 | I = 8[fluorescence artefact?]

35: Cc1nnc(SCC(=O)N2CCOCC2)n1C
  A = 102 | B = 3 | C = 101 | D = -1 | E = 97 | F = 111 | G = 4 | H = 6 | I = -2

Some values from above.
Reading of no. 21 under Fibroblast inh: 98
Reading of no. 31 under ERa coact pot: 111
Reading of no. 30 under Calb biofilm kill: -8
Reading of no. 33 under Fibroblast inh: 99
Reading of no. 34 under ERa coact pot: 113
Reading of no. 27 under sEH act: -8
Reading of no. 35 under Fibroblast inh: 102

The main list resumes, repeating the 6 entries before the break.
Assay codes: A = Fibroblast inh; B = Smad3 inh; C = ERa coact pot; D = ERb SRC1 inh; E = H69AR growth 86K; F = HUVEC inhibit; G = sEH act; H = Calb biofilm kill; I = ERa coact inh
30: COc1cc2c(cc1OC)CN(CC(=O)Nc1ccc3c(c1)OCO3)CC2
  A = 99 | B = 13 | C = 80 | D = -6 | E = 89 | F = 89 | G = 16 | H = -8 | I = 5[fluorescence artefact?]

31: OCCN(Cc1ccccc1)CC1CC2C=CC1C2 (stereo not drawn)
  A = 99 | B = 1 | C = 111 | D = 0 | E = 101 | F = 85 | G = -12 | H = 6 | I = -3

32: O=S(=O)(Cc1ccccc1Cl)Nc1ccccn1
  A = 98 | B = 0 | C = 102 | D = -8 | E = 82 | F = 96 | G = 2 | H = 6 | I = -4

33: Cc1ccc2c(C(=O)CN3CCOCC3)c(C)[nH]c2c1
  A = 99 | B = -8 | C = 93 | D = -5 | E = 85 | F = 94 | G = 0 | H = 4 | I = -5

34: COc1ccc(NC(=O)C2CCCN(S(=O)(=O)c3c(C)n[nH]c3C)C2)cc1 (stereo not drawn)
  A = 95 | B = 8 | C = 113 | D = 1[fluorescence artefact?] | E = 90 | F = 93 | G = -28 | H = -2 | I = 8[fluorescence artefact?]

35: Cc1nnc(SCC(=O)N2CCOCC2)n1C
  A = 102 | B = 3 | C = 101 | D = -1 | E = 97 | F = 111 | G = 4 | H = 6 | I = -2

36: COc1ccc(Cc2nc(C(=O)Nc3ccc(OC)cc3)cs2)cc1
  A = 99 | B = -1 | C = 105 | D = 8 | E = 107 | F = 71 | G = -18 | H = -3 | I = 15

37: CC(Sc1nc(N)cc(=O)[nH]1)C(=O)NC1CCCCC1 (stereo not drawn)
  A = 98 | B = -9 | C = 90 | D = -6 | E = 97 | F = 101 | G = 1 | H = 4 | I = 0

38: Cc1cc(Br)ccc1NC(=O)CCN1C(=O)c2ccncc2C1=O
  A = 101 | B = 0[fluorescence artefact?] | C = 92 | D = 2[fluorescence artefact?] | E = 90 | F = 93 | G = -15 | H = -1 | I = -2

39: COc1ccc(S(=O)(=O)NCCSC(C)(C)C)c(Cl)c1Cl
  A = 102 | B = 6 | C = 75 | D = 49 | E = 99 | F = 120 | G = 3 | H = 2 | I = 41

40: CC(C)C(=O)Nc1ccc(NC(=O)c2cc3ccccc3o2)cc1
  A = 101 | B = 6 | C = 114[fluorescence artefact?] | D = 1 | E = 82 | F = 88 | G = 6 | H = 0 | I = -3

41: CC(=O)Nc1ccc(S(=O)(=O)N2CCSC2c2ccccc2)cc1 (stereo not drawn)
  A = 99 | B = 10 | C = 100 | D = 14 | E = 97 | F = 91 | G = -13 | H = 5 | I = -1

42: CCOC(=O)c1ccc(Nc2cc(C)nc3nc(C)nn23)cc1
  A = 93 | B = 8 | C = 121 | D = 1 | E = 95 | F = 112 | G = . | H = 1 | I = -3

43: CC(C)Cc1cc(C(=O)NCc2cccnc2)no1
  A = 98 | B = 0 | C = 114 | D = -7 | E = 94 | F = 100 | G = -3 | H = 6 | I = -9

44: Cc1ccc(C(C)C)c(OCCNc2nc3c(c(=O)n(C)c(=O)n3C)n2C)c1
  A = 75 | B = -10 | C = 116 | D = -4 | E = 96 | F = 76 | G = . | H = -7 | I = -10

45: O=C(CC1COc2ccccc2O1)NC1CCCCC1 (stereo not drawn)
  A = 96 | B = -9 | C = 120 | D = 10 | E = 92 | F = 98 | G = -62 | H = -1 | I = 17

46: CC1CCCCC1NC(=O)Cn1nnc(-c2ccc(Cl)cc2)n1 (stereo not drawn)
  A = 95 | B = 7 | C = 129 | D = 4[fluorescence artefact?] | E = 96 | F = 85 | G = -11 | H = 5 | I = 11[fluorescence artefact?]

47: Cc1ccc(-c2nnc3ccc(SCC(=O)N4CCCCC4)nn23)cc1
  A = 91 | B = -1 | C = 110 | D = -19[fluorescence artefact?] | E = 63 | F = 79 | G = . | H = 4 | I = -19

48: COc1ccc(CNC(=O)CSc2nc3c(c(=O)n(C)c(=O)n3C)n2C)cc1
  A = 104 | B = -6 | C = 89[fluorescence artefact?] | D = 0 | E = 94 | F = 94 | G = -4 | H = 6 | I = 12[fluorescence artefact?]

49: COCCN1Cc2cccc(C(=O)Nc3cccnc3)c2C1=O
  A = 100 | B = 10 | C = 119 | D = 6 | E = 86 | F = 105 | G = -3 | H = 1 | I = -2

50: Cc1cc(-c2ccccc2C(=O)O)on1
  A = 103 | B = -17 | C = 111 | D = 4[fluorescence artefact?] | E = 99 | F = 86 | G = . | H = 5 | I = 6

51: CC(C)CNS(=O)(=O)c1ccc(S(=O)(=O)NC2CCOC(C)(C)C2)cc1 (stereo not drawn)
  A = 104 | B = 2 | C = 102 | D = -2 | E = 91 | F = 91 | G = 2 | H = 9 | I = -2
